Source: PubChem (several laboratories)
SRC2 inh: inhibition of GAL4-SRC2 driven luciferase reporter, primary screen, SRC2 inhibitor project, cell-based, luminescence; Nuclear receptor coactivator 2 (Homo sapiens), Q15596; 370,000 compounds, 0.17% hits; HEK293 GAL4-SRC2 luciferase reporter; inhibition, % at 9 µM;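 active means inhibition above the mean inhibition of all tested compounds plus 3 SD, set per campaign, cut at about 52% in these data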;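 further: 0% = DMSO treated cells and 100% = cells given Gossypol at 36 µM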
NOD2-RIPK2 inh: NOD2-RIPK2 binding disruptors in cells, primary screen, fluorescence, CHO cells, BLA complementation. Receptor-interacting serine/threonine-protein kinase 2 (Homo sapiens), O43353. CCF4 ratio. inhibition, % at 4.98 µM. 360,000 compounds, 0.38% hits. AID 624267, 2012; in the data active means inhibition above about 21%;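 further: 0% = vehicle only and 100% = reference blocker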
LMP1 NFkB inh: EBV LMP1-driven NF-kappaB luciferase reporter inhibitors, primary screen, cell-based, luminescence, single point | 350,000 compounds, 0.69% hits | LMP1-induced NF-kappaB luciferase reporter cells | inhibition, % at 12.5 µM; in the data active means inhibition above about 41%; inconclusive means no clear call, values can overlap the other calls;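 further: 0% = neutral control wells and 100% = reference inhibitor control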
COUP-TFII inh: NR2F2 transcriptional activity inhibitors, primary screen, cell-based, luciferase reporter, HEK293T, luminescence; inhibition, % at 8.6 µM; COUP transcription factor 2 (Homo sapiens), P24468; HEK293T NGFI-A luciferase reporter; 370,000 compounds, 0.7% hits; AID 686940, 2013;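 active means inhibition above a per-plate cutoff, mean inhibition of test wells between control levels plus 3 SD, cut at about 38% in these data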;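 further: cells cotransfected with COUP-TFII expression vector driving the NGFI-A reporter; 0% = median of COUP-TF2 test wells and 100% = reporter-only cells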
Vif inh: HIV Vif self-association inhibitors, primary screen, imaging, HEK293T, single point; HEK293T cells, Vif self-association by quenched fluorescence, 24 h; AID 602346, 2012; inhibition, % at 7.49 µM; 340,000 compounds, 0.35% hits; in the data active means inhibition above about 50%, passing the limit was not always enough; inconclusive means no clear call, values can overlap the other calls; inactive means below about 31%; further: some results filed as inactive read as strong as hits
TROY NFkB inh: inhibitors of TROY-driven NF-kB signaling, primary screen, Q293 LMP1-TROYcd cells, NF-kB luciferase, uHTS; 360,000 compounds, 0.98% hits; Q293 LMP1-TROYcd NF-kB luciferase reporter, 4 h; inhibition, % at 10 µM;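 active means compounds whose plate-normalised and pattern-corrected inhibition of the luciferase reporter signal at the single screening dose is 50% or more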
LRH-1 inv ag: LRH-1 (NR5A2) inverse agonists, primary screen, cell-based, luminescence, HEK293T, StAR-luciferase reporter; Nuclear receptor subfamily 5 group A member 2 (Homo sapiens), O00482; LRH-1 transfected, 24 h; inhibition, % at 3.6 µM; 360,000 compounds, 0.13% hits; AID 602396, 2012;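 active means inhibition above the mean inhibition of all tested compounds plus 3 SD, cut at about 73% in these data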;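 further: 0% = DMSO wells and 100% = reporter-only cells lacking LRH-1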
C8 TRAIL sens: viability loss with TRAIL in NB7+C8 cells, primary screen, TRAIL sensitizer project, cell-based, ATPlite luminescence. AID 624354, 2012. 360,000 compounds, 1% hits. inhibition (viability loss, TRAIL sensitization), % at 10 µM;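 active means compounds causing at least 50% loss of cell viability in the single-dose screen, relative to plate controls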
NCOA3 inh: SRC3 coactivator transcriptional activity inhibitors, primary screen, cell-based, luminescence; 360,000 compounds, 0.17% hits; HEK293 GAL4-SRC3 luciferase reporter; inhibition, % at 3.6 µM;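 active means inhibition above a per-campaign cutoff, the mean of all compounds plus 3 SD, cut at about 60% in these data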;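 further: 0% = DMSO-treated cells and 100% = gossypol-treated cells at 36 µM; higher means less SRC3-driven luciferase light from the GAL4 reporter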
TLR9-MyD88 block: inhibitors of TLR9-MyD88 association in cells, primary screen, cell-based, CHO, BLA complementation, fluorescence. CCF4 FRET ratio. Toll-like receptor 9 (Homo sapiens) + Myeloid differentiation primary response protein …. 340,000 compounds, 0.21% hits. inhibition, % at 4.98 µM. AID 504734, 2011;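 active means inhibition above the mean over all tested compounds plus 3 SD, cut at about 21% in these data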;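 further: 0% = DMSO only wells and 100% = clavulanate BLA inhibitor control wells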
Target sequence (Q99836 whole entry, looked up): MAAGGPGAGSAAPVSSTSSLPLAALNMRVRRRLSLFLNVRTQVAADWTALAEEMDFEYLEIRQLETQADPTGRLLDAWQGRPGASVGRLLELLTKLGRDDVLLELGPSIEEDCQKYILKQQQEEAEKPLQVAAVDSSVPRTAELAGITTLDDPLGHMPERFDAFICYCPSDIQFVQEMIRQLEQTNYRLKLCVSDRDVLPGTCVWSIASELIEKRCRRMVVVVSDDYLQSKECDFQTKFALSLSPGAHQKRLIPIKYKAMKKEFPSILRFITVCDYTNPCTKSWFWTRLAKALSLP
Target sequence (Q9NR96 whole entry, looked up): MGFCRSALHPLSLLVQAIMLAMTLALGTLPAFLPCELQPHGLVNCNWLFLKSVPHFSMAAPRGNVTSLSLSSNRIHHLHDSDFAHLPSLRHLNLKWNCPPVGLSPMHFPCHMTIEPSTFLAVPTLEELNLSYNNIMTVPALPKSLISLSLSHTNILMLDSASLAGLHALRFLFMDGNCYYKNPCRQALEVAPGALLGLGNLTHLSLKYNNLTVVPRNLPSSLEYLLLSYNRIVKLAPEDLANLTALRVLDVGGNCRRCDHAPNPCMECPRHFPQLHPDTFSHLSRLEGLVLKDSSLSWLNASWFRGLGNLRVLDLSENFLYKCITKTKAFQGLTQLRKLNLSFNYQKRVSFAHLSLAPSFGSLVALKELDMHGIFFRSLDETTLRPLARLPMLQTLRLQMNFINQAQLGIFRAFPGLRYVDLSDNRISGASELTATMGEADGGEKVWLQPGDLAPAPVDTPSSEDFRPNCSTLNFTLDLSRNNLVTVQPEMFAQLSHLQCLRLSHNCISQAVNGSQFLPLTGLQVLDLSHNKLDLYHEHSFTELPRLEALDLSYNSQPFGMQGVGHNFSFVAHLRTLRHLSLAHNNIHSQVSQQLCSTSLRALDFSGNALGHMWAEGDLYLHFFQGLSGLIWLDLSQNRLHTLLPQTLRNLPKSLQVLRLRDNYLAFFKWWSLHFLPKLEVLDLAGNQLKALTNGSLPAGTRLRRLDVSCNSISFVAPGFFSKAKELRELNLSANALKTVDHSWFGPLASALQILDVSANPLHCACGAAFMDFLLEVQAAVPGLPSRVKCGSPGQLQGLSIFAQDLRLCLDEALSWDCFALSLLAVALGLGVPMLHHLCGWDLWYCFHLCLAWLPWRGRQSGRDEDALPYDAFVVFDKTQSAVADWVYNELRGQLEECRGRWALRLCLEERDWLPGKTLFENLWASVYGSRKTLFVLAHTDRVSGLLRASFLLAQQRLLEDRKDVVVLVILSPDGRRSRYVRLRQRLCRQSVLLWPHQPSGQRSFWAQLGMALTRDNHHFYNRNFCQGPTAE
SRC1 inh: SRC1 coactivator transcriptional activity inhibitors, primary screen, cell-based, luminescence. Nuclear receptor coactivator 1 (Homo sapiens), Q15788. HEK293 GAL4-SRC1 luciferase reporter. inhibition, % at 3.6 µM. 360,000 compounds, 0.12% hits. AID 588354, 2011;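 active means inhibition above the campaign mean plus 3 SD, with each screening campaign given its own cutoff, cut at about 60% in these data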;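 further: 0% = DMSO treated cells and 100% = gossypol at 36 µM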
Active calls of the source: *; ? = inconclusive; . = not tested or not shown. Not all compounds are listed; count on the stated rates, not on these rows.

No.	Compound	SRC2 inh	NOD2-RIPK2 inh	LMP1 NFkB inh	COUP-TFII inh	Vif inh	TROY NFkB inh	LRH-1 inv ag	C8 TRAIL sens	NCOA3 inh	TLR9-MyD88 block	SRC1 inh
1	COC(=O)c1ccc(SC2CCCCC2)c([N+](=O)[O-])c1	-19	-9	4	-7	125*	-8	16	-1	-1	-7	-7
2	CCN(CC)CCN(C(=O)c1ccc2c(c1)CCCC2)c1nc2ccc(C)cc2s1	-38	-1	-8	-8	-7	-13	-12	23	8	-3	-1
3	Cn1c(N2CCCC2)nc2c1c(=O)n(Cc1ccc(Cl)cc1)c(=O)n2C	12	-10	0	1	-1	2	12	13	17	-1	1
4	COc1cc(OC)cc(C(=O)Nc2ccc3nc4n(c(=O)c3c2)CCCCC4)c1	-40	-3	-9	-21	6	0	-55	46	-38	-7	-51
5	O=C(CCN1CCN(c2ccccc2)CC1)NNC(=O)Cc1c(F)cccc1Cl	-9	-4	-2	-2	-3	6	10	1	12	-16	-2
6	CCOC(=O)N1CCC(NC(=O)c2ccc3nc(N4CCOCC4)sc3c2)CC1	4	2	-11	2	4	2	9	5	19	-4	-5
7	O=S(=O)(Nc1ccncc1)c1cc(Cl)ccc1Cl	4	-7	-1	7	-6	-12	-8	2	0	-2	17
8	O=C(Oc1ccccc1F)c1ccc2c(=O)n3c(nc2c1)CCC3	1	7	3	1	4	-34	-5	6	10	-7	-12
9	COc1ccc(C(CC(=O)N2CCCC2)c2c(OC)cc(OC)c3c(-c4ccccc4)cc(=O)oc23)cc1 (stereo unspecified)	-32	6	11	13	-5	5	0	-7	-14	0	-13
10	COc1cc(OC)c(OC)cc1CN1CCCC(C(=O)c2ccc3c(c2)OCO3)C1 (stereo unspecified)	-8	4	-2	4	0	-2	-1	2	11	8	-11
11	O=C(COc1ccc2c(-c3ccccc3)cc(=O)oc2c1)NCCN1CCOCC1	20	-4	-6	1	-3	-4	10	-14	1	-2	-4
12	CCN(CC)S(=O)(=O)c1cccc(NC(=O)COc2ccc(Cl)cc2Br)c1	10	0	12	3	-6	9	4	-2	0	-6	12
13	Cn1nc(-c2ccccc2)c(N2CCCCC2)cc1=O	-18	-6	3	-19	5	2	10	-7	-7	-6	-39
14	O=C1CCCC2=C1C(c1cccc(O)c1)c1c(ccc3ncccc13)N2 (stereo unspecified)	1	-5	-24	-42	-3	21	12	-3	6	-7	-10
15	NS(=O)(=O)c1cnccc1Nc1ccc(Cl)c(Cl)c1	-7	0	28	-1	5	17	4	-17	-6	-8	17
16	NC(=O)c1ccc(C(F)(F)F)n(Cc2c(Cl)cccc2Cl)c1=O	-4	15	1	-10	5	9	-5	1	21	10	10
17	CCCNC(=O)c1cnc(Sc2ncc(C(F)(F)F)cc2Cl)n1C	-7	-6	-2	1	2	2	20	4	-6	-3	12
18	Fc1cccc(/C=N/Nc2ncnc3nc[nH]c23)c1	-122	2	-3	-84	15	-47	-67	12	-64	6	-97
19	COc1ccc(C2=NS(=O)(=O)N(C)C(C(=O)Nc3ccc4c(c3)OCO4)=C2)cc1	-4	-13	-2	-10	-6	-8	10	-5	-15	0	-8
20	C=CCNC(=O)c1cc2cc(Cl)ccc2nc1N	11	-7	.	-8	.	-11	23	2	.	.	.
21	CCc1ccc(C2CC(c3ccccc3)Nc3nc(N)nn32)cc1 (stereo unspecified)	-18	5	-7	-12	-3	-12	16	-12	14	-6	-20
22	COc1ccc(NC(=O)N(C)C[C@@H]2OCc3cnnn3CCCC(=O)N([C@@H](C)CO)C[C@H]2C)cc1	8	19	-12	19	-9	-3	-10	-12	4	2	13
23	COc1ccc(-c2nnc3sc(-c4ccccc4OC)nn23)cc1	-3	-4	6	-3	5	-42	-13	5	3	-1	5
24	O=C(NC1CC1)c1cc(-c2ccc(Br)cc2)nc2ccccc12	21	5	42*	-25	0	-13	4	4	-3	9	-1
25	CCc1ccccc1OCC(=O)Nc1cccc(S(=O)(=O)N2CCCC2)c1	-12	3	1	-14	-5	-12	4	5	20	9	-4
26	O=C(NCCCCNC(=O)c1ccc(F)cc1)c1ccc(F)cc1	-12	3	6	-10	13	13	9	-3	-18	-5	1
27	O=C(O)COc1ccc(Oc2ccccc2)cc1	20	-5	10	9	1	-4	-9	3	15	4	-11
28	Cc1nc(C(F)(F)F)ccc1C(=O)NN1CCOCC1	.	7	8	.	-2	2	3	-8	5	-13	4
29	CC1(C(=O)Nc2cnc3ccccc3c2)CCN1Cc1ccccc1Cl (stereo unspecified)	-14	0	.	-36	-4	29	-18	22	-123	.	-81
30	O=C(CSc1nc2cc(Cl)c(Cl)cc2[nH]1)c1ccc2c(c1)OCO2	-19	-7	3	0	0	30	4	-1	16	-4	-7
31	COc1ccc(S(=O)(=O)NCc2cccnc2)c(Cl)c1Cl	1	-15	2	4	?	-10	-1	-10	5	-4	-28
32	CC(=O)c1ccc(OCCOc2ccc([N+](=O)[O-])cc2)cc1	8	0	6	-1	0	-9	20	8	-2	10	-5
33	O=C(NN1C(=O)C2C(c3ccccc3)C=CC(c3ccccc3)C2C1=O)c1ccccc1 (stereo unspecified)	1	-10	6	3	-7	5	11	6	3	0	4
34	Cc1ccc(S(=O)(=O)N2C[C@H]3[C@H]4C(=O)N(c5ccccc5)C(=O)[C@H]4CC(=O)[C@H]3[C@@H]2c2ccc(Cl)cc2)cc1	4	-12	.	-10	-10	4	9	-30	20	.	-3
35	Cc1sc2nc(CSc3ccccc3)nc(NCCN(C)C)c2c1C	-32	2	-15	-5	4	-21	4	13	12	-1	-3
36	O=C1c2ccccc2C2=Nc3ccccc3SC(c3ccc(Cl)cc3)C12 (stereo unspecified)	-7	5	-8	-6	-6	37	-9	23	20	11	1
37	O=C(NCc1ccccc1)N1CCN(c2ccc(F)cc2)CC1	0	5	-14	15	-8	9	-17	-5	7	3	-6
38	COc1ccc(CC(NC(C)=O)C(=O)NC2CCN(C(=O)Nc3ccccc3C)CC2)cc1OC (stereo unspecified)	15	-10	-6	-23	-10	2	-17	11	5	-15	2
39	O=C(c1ccco1)N1CCN(S(=O)(=O)c2ccc(S(=O)(=O)NC3CCCCC3)cc2)CC1	-27	2	1	-1	10	-2	4	5	12	0	13
40	Cc1ccc(C(=O)N[C@H](C(=O)NC2CCCCCCC2)C(C)C)cc1	2	0	39	3	2	-4	6	-15	5	5	-3
41	Cc1ccc(/C=C/C(=O)OC(C)C(=O)NC2CCCCC2C)o1 (stereo unspecified)	-27	-6	4	5	0	4	7	0	-16	-6	-1
42	Cc1ccc(CN2CCSc3ccc(C(=O)NC4CCCC4)cc32)cc1	.	3	9	.	-2	2	-10	-18	-1	9	9
43	CCCOc1cccc(OCC(=O)Nc2nc3ccccc3[nH]2)c1	-17	-1	-5	4	-5	-42	6	1	-5	1	-6
44	CC(=O)c1cccc(NC(=O)CSc2n[nH]c(-c3ccncc3)n2)c1	12	1	-7	18	-14	-10	1	2	2	-4	-19
45	COc1ccc([N+](=O)[O-])cc1NC(=O)CSc1ccccc1	-10	3	1	-3	13	10	-3	-3	13	-2	9
46	O=C(c1ccc2c(c1)OCO2)C1CCCN(C2CCN(CCc3ccccc3)CC2)C1 (stereo unspecified)	-38	-15	-15	8	0	2	-8	8	4	8	5
47	CN1CCN(CCNC(=O)Nc2ccccc2C(F)(F)F)CC1	-10	-11	-1	-20	-1	0	6	-3	16	3	12
48	S=c1[nH]cc(Oc2ccc(Cl)cc2Cl)c(=S)[nH]1	9	1	.	-14	-9	26	-10	-11	-24	.	-1
49	COCCNC(=O)CCCCCN1C(=O)CCC1=O	-20	6	4	15	-3	-3	-4	-1	-7	-2	4
50	COc1ccc(Nc2nc(-c3ccccc3)nc3ccccc23)c(OC)c1	6	-6	3	4	-1	-4	11	-2	1	-4	-19

Remaining list, next part.
No.	Compound	SRC2 inh	NOD2-RIPK2 inh	LMP1 NFkB inh	COUP-TFII inh	Vif inh	TROY NFkB inh	LRH-1 inv ag	C8 TRAIL sens	NCOA3 inh	TLR9-MyD88 block	SRC1 inh
51	Cc1ccc(CNC(=O)Nc2ccc(C)cc2)cc1	-21	2	-7	0	-5	-74	-28	4	-34	-3	-50
52	O=C(NCC(c1ccc(F)cc1)N1CCOCC1)c1nn(-c2ccccc2)c(=O)c2ccccc12 (stereo unspecified)	-16	-3	0	8	-3	-8	2	8	22	-13	-7
53	COc1ccc2nc(SCC(=O)N(C)C3CCCCC3)[nH]c2c1	-7	-4	-2	11	-6	-20	3	-3	-7	3	-4
54	CCOc1ccc(N2C(=O)CN=C2Nc2ccccc2F)cc1	-6	-6	0	4	-2	-6	1	0	-1	5	3
55	C#CCOC(=O)C(NC(=O)c1ccccc1)=C(C)C	0	5	-3	-12	10	5	-18	-5	-28	-11	-11
56	O=C1C(=O)N(Cc2ccccc2)C(c2cccc(O)c2)/C1=C(\O)c1ccc2c(c1)OCCO2 (stereo unspecified)	-2	0	-10	16	-1	-10	4	-9	-13	-14	-14
